PI5P4Ka inh: qHTS for Inhibitors of phosphatidylinositol 5-phosphate 4-kinase (PI5P4K); max response, %; PI5P4Kalpha enzyme, ADP-Glo luminescence, 60 min; stronger effect = lower value; Phosphatidylinositol 5-phosphate 4-kinase type-2 alpha (Homo sapiens), P48426; hit rate 1.2% among 330,000; active = max response of -50% or lower; inconclusive = between -30% and -50%; inactive = -30% or higher; note: value at the top dose of about 77 µM; % is set by controls: 0 for no effect and ±100 for the full control effect
Target sequence (P48426 whole entry, looked up): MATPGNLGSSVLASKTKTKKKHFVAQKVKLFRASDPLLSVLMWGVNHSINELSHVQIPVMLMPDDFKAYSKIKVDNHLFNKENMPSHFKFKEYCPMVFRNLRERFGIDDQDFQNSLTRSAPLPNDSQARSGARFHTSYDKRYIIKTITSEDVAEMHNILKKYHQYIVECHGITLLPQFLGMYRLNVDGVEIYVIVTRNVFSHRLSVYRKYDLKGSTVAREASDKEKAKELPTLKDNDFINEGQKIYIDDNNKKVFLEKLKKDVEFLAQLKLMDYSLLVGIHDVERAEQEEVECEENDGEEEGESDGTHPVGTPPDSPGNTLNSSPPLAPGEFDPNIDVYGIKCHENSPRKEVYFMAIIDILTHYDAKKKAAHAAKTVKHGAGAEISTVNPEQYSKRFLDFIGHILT
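Reactions run in 0.038 M HEPES pH 7.4, 0.28 mM EGTA, 0.1% CHAPS and 5% DMSO, with PI5P4Kalpha, substrate, compound and 5 microM ATP final, one hour at room temperature. Readout is ADP-Glo luminescence.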
D3 antag: qHTS of D3 Dopamine Receptor Antagonist: qHTS; max response, negative = inhibition, %; D(3) dopamine receptor (Homo sapiens), P35462; hit rate 2.5% among 360,000; D3R cells, DiscoveRx beta-arrestin luminescence, antagonist mode; stronger effect = lower value; in the data active = max response below about -50%; inconclusive = no clear call, values can overlap the other calls; note: % is set by controls: 0 for no effect and ±100 for the full control effect; mostly tested at two doses, the higher about 12 µM
Target sequence (P35462 whole entry, looked up): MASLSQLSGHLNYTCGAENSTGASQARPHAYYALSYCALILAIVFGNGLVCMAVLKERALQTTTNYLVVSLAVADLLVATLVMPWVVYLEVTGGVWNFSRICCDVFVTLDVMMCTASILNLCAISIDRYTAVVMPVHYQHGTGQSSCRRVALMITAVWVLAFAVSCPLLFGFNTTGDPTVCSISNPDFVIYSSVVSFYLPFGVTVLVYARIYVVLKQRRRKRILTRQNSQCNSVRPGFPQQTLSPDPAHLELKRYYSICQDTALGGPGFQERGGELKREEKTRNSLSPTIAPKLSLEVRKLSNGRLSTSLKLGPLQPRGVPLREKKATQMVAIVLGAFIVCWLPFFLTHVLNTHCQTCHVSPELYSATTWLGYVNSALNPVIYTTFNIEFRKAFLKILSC
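Cells expressing the human receptor were seeded at 1500 cells/well, incubated overnight at 37 degrees C in 5% CO2, then exposed to library compounds with dopamine controls for 90 minutes at 37 degrees C before luminescent detection.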
IL2 activator: qHTS of IL-2 Activators. IL-2 activation reporter assay, cell-based qHTS; stimulated with anti-CD3/CD4/CD28 beads; in transgenic mouse T cells. activation, % (series mostly up to about 46 µM). hit rate 0.065% among 360,000. AID 652025, 2013; in the data active = activation above about 50%; inconclusive = mostly about 30% to 49%; note: 0% is about no effect
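Unstimulated transgenic mouse T cells, 750 per well, received compound and, after 60 minutes, anti-CD3/anti-CD4 bead plus anti-CD28 stimulation. EGFP and DsRed were quantified after 18 hours.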
GLP-1R agonist: qHTS of GLP-1 Receptor Agonists. Potency, µM (top dose mostly 45.6 µM), inactives show top-dose activation, most hits filed as activators. hit rate 0.007% among 380,000. HEK293 GLP-1R CRE-luciferase, luminescence, 4-6 h; cells express a hypersensitive GLP-1R form. AID 624172, 2012; note: potency is the fitted concentration of half-maximal effect; % of control where 0% means no effect
PLK1 PBD inh: qHTS for Inhibitors of PLK1-PDB (polo-like kinase 1 - polo-box domain): Primary Screen; Serine/threonine-protein kinase PLK1 (Homo sapiens), P53350; Plk1 PBD binding of FITC phosphopeptide, fluorescence polarization; Potency, µM, for inactives: max response, negative = inhibition, most hits filed as inhibitors; hit rate 2.8% among 360,000; AID 720504, 2013; note: potency is the fitted concentration of half-maximal effect; series mostly up to about 57 µM; % is set by controls: 0 for no effect and ±100 for the full control effect; nearly all actives have a fitted effect of over 65% in size
HEK293 tox: qHTS of GLP-1 Receptor Inverse Agonists: Cytotox Screen; AID 624418, 2012; Potency, µM (doses to about 38.3 µM), for the others: at the highest dose activity change, negative = inhibition, usual class: inhibitors; HEK293 cAMP-luciferase reporter cells, luminescence, 24 h; hit rate 0.13% among 410,000;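 note: loss of luciferase light is scored as toxicity; potency is the fitted concentration of half-maximal effect; % is set by controls: 0 for no effect and ±100 for the full control effect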
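Step one: seed cells (200 cells/uL, DMEM with 10% Nu serum, 1% pen-strep). Step two: 12-hour incubation at 37 deg C. Step three: pin 23 nL compound, incubate 24 hr. Step four: add luciferase reagent, read luminescence 12 min later.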
DRD3 agonist: qHTS of D3 Dopamine Receptor Agonist: qHTS; hit rate 0.58% among 410,000; AID 652048, 2013; max activation, %; D(3) dopamine receptor (Homo sapiens), P35462; D3R DiscoveRx beta-arrestin cells, luminescence, 90 min; in the data active = max activation above about 30%; note: 0% is about no effect; mostly tested at two doses, the higher about 12 µM
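Agonist mode: compounds and dopamine controls were applied to plated cells for 90 min at 37 degrees C after an overnight attachment at 1500 cells/well. Luminescent read-out followed 30 - 60 minutes at room temperature with DiscoveRx detection reagent.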
GLP-1R inv ag: qHTS of GLP-1 Receptor Inverse Agonists (Inhibition Mode); Glucagon-like peptide 1 receptor (Homo sapiens), P43220; HEK293 GLP-1R CRE-luciferase, luminescence, 24 h; GLP-1R form is constitutively active; Potency, µM (titrated, usually from 38.3 µM), inactives show at the top dose activity change, negative = inhibition, usual class: inhibitors; hit rate 1.6% among 410,000; note: potency is the fitted concentration of half-maximal effect; % is set by controls: 0 for no effect and ±100 for the full control effect; nearly all actives have a fitted effect of over 55% in size
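Cells are plated, allowed 12 hours at 37 deg C, then treated with compounds for 24 hr before luciferase detection reagent is added and luminescence is read after 12 min at room temperature. The HEK293 line carries constitutively active GLP-1R with a cAMP-responsive reporter.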
WRN inhibitor: qHTS for Inhibitors of WRN Helicase. Bifunctional 3'-5' exonuclease/ATP-dependent helicase WRN (Homo sapiens), Q14191. WRN helicase unwinding, fluorescent forked duplex, kinetic. Potency, µM (highest dose often 114 µM), for inactives: at the top dose activity change, negative = inhibition, most hits filed as inhibitors. hit rate 0.46% among 360,000. AID 651768, 2012; note: potency is the fitted concentration of half-maximal effect; % is set by controls: 0 for no effect and ±100 for the full control effect; nearly all actives have a fitted effect of over 55% in size
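Enzyme (20 nM final) and test compound sit together 15 min at room temperature before substrate addition. Substrate is a single-forked duplex oligonucleotide (100 nM) labelled with fluorophore and quencher, with 2 mM ATP; helicase unwinding raises red fluorescence, read kinetically.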
* hit, by the source's call; ? = inconclusive; / = no result given; & = joins results of further samples; [ ] = another dose, or the depositor's remark. Unless noted, calls come from the whole dose curve; as a rule, active = well fitted curve in the direction sought with a large enough effect; inconclusive = small, poorly fitted or top-dose-only effect, or another doubt; inactive = no such curve, though single readings can be large; an effect the other way counts as inactive or inconclusive.

SMILES | PI5P4Ka inh | D3 antag | IL2 activator | GLP-1R agonist | PLK1 PBD inh | HEK293 tox | DRD3 agonist | GLP-1R inv ag | WRN inhibitor
COCC(=O)N1CCN(c2cccc(Cl)c2)CC1 | -10 | -6 | -1.1 | 1% | -15% | -1% | -2 | 15% | -1%
COc1ccc(C(C(=O)OC(C)CN(C)C)c2ccccc2)cc1 (stereo not drawn) | 2 | 2 | -1.3 | -1% | -1% | 1% | -2 | -7% | -7%[57.1 µM]
CC(OC(=O)c1ccc(S(=O)(=O)N2CCCCC2)cc1)C(=O)Nc1ccc(C(N)=O)cc1 (stereo not drawn) | -1 | 14 | 0.8 | -1% | -2% | 6% | 1 | -8% | -2%
CN(Cc1ccccc1)C(=O)COC(=O)c1ccc(S(=O)(=O)N(C)C)cc1 | 1 | 14 | 0.3 | 3% | -2% | -3% | -6 | 4% | -5%
Cc1ccoc1C(=O)N1CCCC(CO)(Cc2ccc(F)cc2)C1 (stereo not drawn) | 1 | 0 | 0.7 | -27% | -8% | -1% | -11 | ? | -19%
O=[N+]([O-])c1ccc2nc(-[n+]3c(-c4ccccc4)cc(-c4ccccc4)cc3-c3ccccc3)[nH]c2c1 | 1 | 28 | -0.4 | -18% | -4% | ? | 1 | ? | 1%
COc1cccc(/C=C2\SC(=O)N(CCC(=O)N3CCC(C(=O)O)CC3)C2=O)c1 | 4 | 6 | -1.3 | 0% | -6% | -27% | 4 | 27% | -1%
C=CCn1c(SCC(=O)Nc2nc3ccccc3s2)nnc1-c1ccccc1O | / | -18 | 0.6 | -9% | -10% | 6% | -14 | 2% | -10%
CSc1nnc(CCCCCCCCc2nnc(SC)o2)o1 | 1 | -1 | -0.9 | -1% | -3% | 6% | -9 | 4% | -2%
CCC(=O)Nc1cccc(-c2nc3ncccc3o2)c1C | -5 | 12 | -0.8 | -4% | -5% | -28% | 2 | 34% | 0%
C=Cc1ccc(Cn2c(=O)n(-c3ccc(C)cc3)c(=O)c3c2c2cc(OC)ccc2n3C)cc1 | / | / | / | 1% | / | -4% | 1 | 5% | /
CCOC(=O)C1(CCCc2ccccc2)CCN(C(=O)CCc2cnn(C)c2)CC1 | -2 | 7 | -3.3 | 7% | -1% | -1% | 1 | -23% | 6%
N#C/C(=C\Nc1ccc2cn[nH]c2c1)c1nc(-c2ccc(Cl)cc2)cs1 | -22 | 1 | 1.3 | 4% | 4% | -23% | 8 | 47%[activator] | -12%
O=c1[nH]c(CN2CCOCC2)nc2ccccc12 | 4 | 21 | 0.6 | 1% | -6% | 4% | 4 | 4% | 5%
CN(CCC#N)C(=O)CC1(Cc2ccccc2)CCOC(C)(C)C1 (stereo not drawn) | 2 | 5 | 1.4 | 3% | -22% | 7% | 0 | -1% | 1%
COc1ccc(C(=O)NC(=S)Nc2ccc(S(N)(=O)=O)cc2)cc1 | 3 | -10 | -1.8 | 1% | -6% | 3% | -5 | 21% | 20%
CN(C)CC[C@@H](c1ccc(Cl)cc1)c1ccccn1 | 1 | 5 | -0.1 | -4% | -3% | 2% | -27&-13 | ? | -3%
CC(OC(=O)CCC1CCCCC1)C(=O)Nc1ccc(S(N)(=O)=O)cc1 (stereo not drawn) | -4 | 3 | -7.1 | 23% | 3% | 8% | -5 | -1% | -3%
Cc1cccc(OCC(=O)N/N=C/c2cn[nH]c2-c2ccc(Cl)c(Cl)c2)c1 | -26 | -3 | -1.2 | 0% | 1% | ? | 1 | ? | -10%
COc1ccc(NC(=O)C2CCCN2S(=O)(=O)c2ccc(F)cc2)cc1 (stereo not drawn) | 1 | -8 | 0.1 | -2% | -6% | -5% | -3 | -6% | 2%
CCC1=C(C(=O)OC)C(c2cc(OC)ccc2OC)C(C#N)=C(N)O1 (stereo not drawn) | / | ? | -3.1 | 4% | -6% | 31% | -17 | 20% | -3%
CCN(CC(=O)Nc1c(F)cccc1F)C(=O)c1ccc2c(c1)OCO2 | 7 | 1 | -1.1 | 2% | -6% | 3% | -1 | 13% | -7%
COCc1cc(C)nc(OCC(=O)N/N=C/c2cc(C)n(-c3c(C)cccc3C)c2C)c1C#N | -15 | -29 | -0.6 | 1% | -1% | -3% | -10 | ? | -7%
CC(Oc1ccc(S(=O)(=O)N2CCCC2)cc1[N+](=O)[O-])C(=O)N(C)c1ccccc1 (stereo not drawn) | 8 | 13 | 0.4 | -2% | -4% | 7% | -12 | 0% | -20%
CCOc1ccc(NC(=O)CN2CCN(C3c4ccccc4-c4ccccc43)CC2)cc1 | / | 4 | 1.9 | 1% | -2% | 7% | 0 | 6% | -9%
More results
SMILES | PI5P4Ka inh | D3 antag | IL2 activator | GLP-1R agonist | PLK1 PBD inh | HEK293 tox | DRD3 agonist | GLP-1R inv ag | WRN inhibitor
CCCn1c(SCC(=O)Nc2ccccc2CC)nnc1C(C)C | ? | 0 | -0.8 | 1% | 3µM* | 19% | 0 | 0% | 5%
CC(C)(C)N1CC(c2nc3ccccc3n2CCOc2ccccc2)CC1=O (stereo not drawn) | -5 | -7 | -0.2 | 1% | 2% | ? | 7 | -26% | 4%
Cc1oc(-c2cc(F)ccc2F)nc1CN1CCC(C(=O)N2CCOCC2)CC1 | 7 | -11 | -0.5 | -5% | -1% | 13% | -15 | 8% | -12%
CC(C)CN1CCNC(=O)C1CC(=O)NCc1cnn(-c2cccc(F)c2)c1 (stereo not drawn) | -1 | 0 | -0.1 | 2% | -10% | 3% | 2 | 3% | 1%
C[C@H](NC(=O)C1CCN(S(=O)(=O)c2ccccc2)CC1)C(=O)NCc1cccc(C(F)(F)F)c1 | 3 | -2 | -3.8 | 0% | -11% | -5% | 2 | -14% | 11%
O=C(Nc1ccc2ccccc2c1)c1ccccc1O | 25 | -2 | -0.3 | -8% | -1% | -36% | -6 | ? | -5%
O=C(Oc1ccccc1/C=C\C(=O)c1cc2ccccc2o1)c1cccc(F)c1 | -4 | ? | -4.4 | 5% | -13% | 2% | -3 | -1% | -11%
CCc1ccc(-c2nc(NC(=O)c3ccc(OCC(=O)Nc4ccc(F)cc4)c(OC)c3)sc2C)cc1 | 10 | 24 | 2.0 | -9% | -3% | -1% | 3 | -3% | 0%
Cc1cc(C)cc(NC(=O)COC(=O)CNC(=O)C2CCCCC2)c1 | 4 | 23 | 0.6 | 5% | 4% | -4% | -4 | -9% | 3%
CCOc1ccc(CSC(CC(=O)O)C(=O)O)cc1 (stereo not drawn) | 5 | 16 | 1.3 | 2% | -16% | 11% | 2 | 1% | -1%
CCCN1C(=O)/C(=C/c2nc3ccccc3c(=O)[nH]2)c2cc(C)ccc21 | 4 | 4 | -5.0 | 11% | -4% | 17% | 1 | 21% | -11%
COc1ccc(-n2c(SCC(=O)NCC3CCCO3)nc3ccccc3c2=O)cc1Cl (stereo not drawn) | 0 | -4 | 0.2 | -1% | -1% | -12% | 4 | -17% | 1%
CC(C)c1ccc(NC(=O)C2CCCCC2C(=O)O)cc1 (stereo not drawn) | -3 | 9 | 0.2 | -1% | 4% | -5% | 1 | 9% | 3%
O=C(Oc1cc(=O)oc2ccccc12)c1ccccc1 | 2 | -6 | 0.4 | -2% | 4% | -6% | 25 | ? | 8%
CC(C)(C)OC(=O)NNC1CC(=O)N(c2ccccc2F)C1=O (stereo not drawn) | / | -7 | -2.4 | -6% | 0% | 6% | -1 | -3% | 0%
CC1CCN(c2nc3c(c(=O)[nH]c(=O)n3C)n2CCSc2ncccn2)CC1 | -4 | -5 | -2.6 | -3% | -17% | 12% | 0 | 14% | 2%
CCCN(C(=O)COC(=O)CCC(=O)c1ccccc1)c1c(N)n(Cc2ccccc2)c(=O)[nH]c1=O | -8 | -30 | 1.3 | -1% | -12% | -2% | -5 | 2% | -5%
C=C[C@@H]1c2cc(C)ccc2N(S(=O)(=O)c2ccc(C)cc2)[C@H](c2ccccc2)C1(C#N)S(=O)(=O)c1ccccc1 (stereo partly drawn) | -1 | 0 | -4.5 | -1% | -12% | -22% | -3 | -19% | 2%
COc1ccc2oc(C(=O)OCC(=O)N3C(C)CCCC3C)c(C)c2c1 (stereo not drawn) | 0 | -12 | -1.6 | 7% | -9% | 6% | 3 | ? | 6%
NC(=O)CC(NC(=O)Cc1cccc2ccccc12)c1ccc(N2CCc3ccccc3C2)c([N+](=O)[O-])c1 (stereo not drawn) | -2 | -20 | -0.4 | 2% | -5% | -19% | 0 | -48% | -5%
COc1ccccc1-c1cc(NC(C)=O)c2ncc(-c3ccc(F)cc3)n2c1 | -6 | 0 | 0.0 | ? | -3% | 7% | -1 | ? | ?
CCNC(=S)Nc1ccc(Cl)c([N+](=O)[O-])c1 | 10 | 3 | -1.3 | 0% | ? | 2% | 0 | ? | 2%
O=C1CC(c2cccc(O)c2)c2cc3c(cc2N1)OCO3 (stereo not drawn) | / | / | / | 4% | / | 1% | 7 | -2% | /
COc1ccccc1CC(=O)O/N=C(\N)c1ccccn1 | -3 | 16 | 2.1 | 7% | 7% | -5% | 1 | 13% | -4%
C=CCn1c(SCc2nc(N)nc(N3CCCCC3)n2)nnc1-c1ccco1 | / | 12 | 0.1 | 1% | -7% | 8% | -24 | -8% | -3%

2 records picked at random from the list so far, as already listed:
SMILES | PI5P4Ka inh | D3 antag | IL2 activator | GLP-1R agonist | PLK1 PBD inh | HEK293 tox | DRD3 agonist | GLP-1R inv ag | WRN inhibitor
CCCN(C(=O)COC(=O)CCC(=O)c1ccccc1)c1c(N)n(Cc2ccccc2)c(=O)[nH]c1=O | -8 | -30 | 1.3 | -1% | -12% | -2% | -5 | 2% | -5%
O=C(Oc1cc(=O)oc2ccccc12)c1ccccc1 | 2 | -6 | 0.4 | -2% | 4% | -6% | 25 | ? | 8%
